From PubChem BioAssay
ABCB1 inh – ABCB1 efflux pump inhibitors, primary screen, cell-based, multiplex, flow cytometry, ABCG2 counter-screen | ATP-dependent translocase ABCB1 (Homo sapiens), P08183 | CCRF-Adr cells, JC-1 efflux | inhibition, % at 6.6 µM | hit rate 0.067% among 190,000 | AID 1326, 2008; in the data active = inhibition above about 40%;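 also: 0% = vehicle and 100% = reference inhibitor; higher value means more JC-1 retained so stronger ABCB1 efflux block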
Bim-Mcl-1 – inhibitors of Bim peptide binding to Mcl-1, primary screen, biochemical, bead-based flow cytometry, multiplex; Bim peptide-Mcl-1 binding; inhibition, % at 10 µM; hit rate 0.1% among 190,000; AID 1009, 2008; in the data active = inhibition above about 40%;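 also: 0% = no compound tracer wells and 100% = peptide blocker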
Target sequence (Q07820 whole entry, looked up): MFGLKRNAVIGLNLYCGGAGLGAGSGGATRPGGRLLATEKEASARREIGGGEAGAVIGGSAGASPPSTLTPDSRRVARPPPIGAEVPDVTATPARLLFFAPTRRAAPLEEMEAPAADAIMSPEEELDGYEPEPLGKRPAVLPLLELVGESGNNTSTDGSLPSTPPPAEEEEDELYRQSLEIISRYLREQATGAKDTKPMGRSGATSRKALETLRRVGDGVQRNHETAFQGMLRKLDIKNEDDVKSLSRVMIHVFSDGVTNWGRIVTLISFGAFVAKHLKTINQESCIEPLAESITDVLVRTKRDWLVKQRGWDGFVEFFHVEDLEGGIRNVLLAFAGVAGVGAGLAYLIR
GSH bead fluor – compound fluorescence on glutathione beads, profiling panel, artefact control, biophysical, 488/530 nm, flow cytometry; GSH beads flow cytometry, compound fluorescence 488/530 nm; stronger effect = higher value; fluorescence (KMESF) at 10 µM; hit rate 0.25% among 190,000; AID 1776, 2009; in the data active = fluorescence above about 89;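 also: glutathione beads carrying GST-tagged Bcl family fusion proteins plus one bare bead set; values are compound well signal with DMSO vehicle wells as background; inactives centre near 16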
Avidin fluor – green autofluorescence of compounds with avidin beads – biophysical, 488/530 nm, flow cytometry, artefact control, profiling panel. compound fluorescence 488/530 nm; stronger effect = higher value. fluorescence (KMESF) at 10 µM. hit rate 0.38% among 220,000. AID 1775, 2009; in the data active = fluorescence above about 47; also: inactives centre near 10
Mcl1-Noxa inh – Mcl-1/Noxa binding inhibitors, primary screen, biochemical, TR-FRET, 1536-well. Induced myeloid leukemia cell differentiation protein Mcl-1 (Homo sapiens), Q07820. TR-FRET Mcl-1/Noxa peptide binding, 2 h. inhibition, % at 21.7 µM. hit rate 1.5% among 220,000;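 active = compounds that cut the protein-peptide binding signal by more than 50% relative to plate controls in a single-dose test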;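 also: His-tagged Mcl-1 with rhodamine Noxa BH3 peptide and terbium anti-His antibody; 0% = Mcl-1 plus Noxa peptide wells and 100% = peptide-only wells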
ABCG2 block – ABCG2 efflux pump inhibitors, primary screen, multiplex with ABCB1, IgMXP3 cells, flow cytometry. Broad substrate specificity ATP-binding cassette transporter ABCG2 (Homo sapiens), Q9UNQ0. JC-1 efflux. inhibition, % at 6.6 µM. hit rate 0.1% among 190,000. AID 1325, 2008;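 active = inhibition above 80%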;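 also: 0% = DMSO and 100% = nicardipine control wells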
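Test system: IgMXP3 (ABCG2) plus far-red-tagged CCRF-Adr (ABCB1) cells / Amount: 3 million cells/mL in well / Reagent: JC-1 transporter substrate / Timing: 10 min compound exposure, 25 °C / Signal: flow cytometry, 530 nm JC-1 signal / Read-out: percent efflux inhibition, scaled nicardipine 100% to DMSO 0% / Benchmarks: nicardipine as high control, DMSO as low control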
RGS4-Gao reg – modulators of RGS4 binding to Galphao, primary screen, biochemical, multiplexed bead flow cytometry; actives lie on both sides; hit rate 0.33% among 220,000; binding response (% of control), % at 10 µM; in the data active = binding response below about 49% or above about 150%; inactive = in between;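 also: fluorescent Galphao activated with aluminum fluoride binding bead-coupled RGS4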
Target sequence (P09471 whole entry, looked up): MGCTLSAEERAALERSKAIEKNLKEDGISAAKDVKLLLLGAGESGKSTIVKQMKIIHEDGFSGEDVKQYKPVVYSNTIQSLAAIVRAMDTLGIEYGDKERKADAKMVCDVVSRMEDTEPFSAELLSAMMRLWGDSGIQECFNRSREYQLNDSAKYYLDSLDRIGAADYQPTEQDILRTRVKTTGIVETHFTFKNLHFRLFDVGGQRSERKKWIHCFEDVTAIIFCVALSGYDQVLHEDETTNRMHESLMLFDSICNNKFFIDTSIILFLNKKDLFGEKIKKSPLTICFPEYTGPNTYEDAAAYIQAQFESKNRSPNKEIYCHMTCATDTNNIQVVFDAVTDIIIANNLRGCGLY
RGS7-Gao reg – RGS7-Galphao binding modulators, primary screen, biochemical, multiplexed bead flow cytometry | Guanine nucleotide-binding protein G(o) subunit alpha (Homo sapiens), P09471 | actives lie on both sides | binding response (% of control), % at 10 µM | hit rate 0.35% among 220,000 | AID 1439, 2008; in the data active = binding response below about 49% or above about 150%; inconclusive = no clear call, values can overlap the other calls; inactive = in between;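 also: fluorescent Galphao held in activated GDP-AlF4 state binding bead-coupled RGS7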
RGS8-Gao – RGS8-Galphao binding modulators, primary screen, biochemical, multiplexed bead flow cytometry | actives lie on both sides | Guanine nucleotide-binding protein G(o) subunit alpha (Homo sapiens), P09471 | response (percent of control binding), % at 10 µM | hit rate 0.34% among 220,000 | AID 1423, 2008; in the data active = response below about 60% or above about 140%; inactive = in between;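 also: Galphao activated as the GDP aluminium fluoride complex binding bead-coupled RGS8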
Pf gamet viab – late stage P. falciparum gametocyte viability inhibitors, primary screen, ATP luminescence, HTS. P. falciparum stage V gametocytes, 24 h. inhibition, % at 10.9 µM. hit rate 0.065% among 150,000. AID 743093, 2013;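 active = inhibition above the mean plus 3 SD of compounds within the control limits, set per campaign, cut at about 38% in these data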;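 also: 0% = DMSO wells and 100% = medium only without gametocytes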
Mcl1-Bid inh – Mcl-1/Bid binding inhibitors, primary screen, biochemical, TR-FRET, 1536-well; Induced myeloid leukemia cell differentiation protein Mcl-1 (Homo sapiens), Q07820; TR-FRET Mcl-1/Bid-Dy647 peptide binding; inhibition, % at 21.7 µM; hit rate 0.97% among 220,000;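 active = compounds that cut the binding signal by more than half at the single screening dose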;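 also: His-tagged Mcl-1 with europium anti-His antibody binding Bid BH3 peptide; 0% = Mcl-1 plus peptide wells and 100% = peptide-only wells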
An asterisk follows results filed as active; ? = inconclusive; nt = not tested or not shown. Compounds were not picked by outcome, and some 3.3% of all compounds hit somewhere here.

SMILES	ABCB1 inh	Bim-Mcl-1	GSH bead fluor	Avidin fluor	Mcl1-Noxa inh	ABCG2 block	RGS4-Gao reg	RGS7-Gao reg	RGS8-Gao	Pf gamet viab	Mcl1-Bid inh
O=C1OC(Nc2ncccn2)c2ccccc21 (stereo unspecified)	0.8	-5	36	10	11	7	103	107	106	-3	17
COc1cc(CNCCNC(=O)c2cccs2)cc(OC)c1OC	0.8	0	12	11	23	3	98	96	99	8	-4
COc1ccc(-c2cc3nc(C)c(CCC(=O)N4CCN(c5ccccn5)CC4)c(C)n3n2)c(OC)c1	2.7	-3	19	5	-8	2	101	103	98	6	-22
COc1cccc(NC(=O)Nc2ccncc2)c1	44*	0	10	9	9	59	99	96	101	9	-14
Cc1c(NC(=O)CCN2C(=O)c3ccccc3C2=O)c(=O)n(-c2ccccc2)n1C	-0.3	0	11	26	9	1	103	100	102	nt	-7
COCCNCC(=O)Nc1nc(C)cs1	8.8	0	17	13	30	7	99	?	99	15	25
CCOC(=O)c1sc2nc(C)nc(SCC(N)=O)c2c1C	0.6	0	8	18	4	3	102	103	101	nt	2
O=C(Oc1c(Cl)cc(Cl)c2cccnc12)c1ccco1	-0.2	-4	19	33	-60	-1	100	101	97	nt	-82
Cc1ccc(NC(=S)NNC(C)(C)C)cc1	nt	nt	nt	6	6	nt	84	?	99	10	-9
CCOC(=O)c1cn2nc(Oc3cccc(C(F)(F)F)c3)ccc2n1	nt	nt	nt	7	-25	nt	99	?	103	-15	2
O=C1CCCC/C1=N\Nc1ccc(C2CCCCC2)cc1	nt	nt	nt	6	12	nt	98	?	102	nt	-49
O=C(CSc1nnc(Cc2cc(=O)[nH]c(=O)[nH]2)n1-c1ccccc1)N1CCCC1	0.3	0	19	8	2	2	107	105	105	nt	-10
CCOc1ccc2nc(SCC(=O)N3c4ccccc4Sc4ccccc43)sc2c1	3.0	-2	18	16	14	20	101	98	98	-5	0
CCOc1ccccc1OCC(=O)O	0.5	-1	13	39	12	2	98	101	101	nt	9
CCOC(=O)N1CCN(c2cc(NCCO)c([N+](=O)[O-])c3nonc23)CC1	0.5	6	21	103*	6	1	84	133	95	10	-18
C/C(CC(=O)Nc1cccnc1)=N\NC(=O)C(C)Oc1ccc(Cl)cc1Cl (stereo unspecified)	nt	nt	nt	7	-3	nt	102	?	101	-9	-13
COc1ccc(-c2cc(C(F)(F)F)nc(SCC(=O)Nc3ccc4c(c3)OCO4)n2)cc1OC	0.6	-6	8	4	18	1	101	102	103	5	-22
Nc1ccc(C(=O)C(=O)c2ccc(N)cc2)cc1	nt	nt	nt	9	-22	nt	99	?	99	nt	6
CC(C)(C)NC(=O)CN(C(=O)Cn1nnc(-c2ccccc2F)n1)c1cccc2c1CCCC2	0.4	12	15	7	-5	-3	106	108	106	3	8
O=C(NC1CCCCC1)C(c1ccc(Cl)cc1)N(C(=O)c1cnccn1)c1ccc2c(c1)OCO2 (stereo unspecified)	6.9	-3	30	11	nt	15	101	103	101	nt	-13
COc1ccccc1CNc1cc(C)ccc1C	-1.7	-4	28	5	3	-1	106	104	102	7	-5
CC(C)(C)OC(=O)NC(CCNC=C1C(=O)OC(C)(C)OC1=O)C(=O)O (stereo unspecified)	0.5	1	16	16	20	3	104	107	101	16	2
O=C(O)CN(Cc1ccccc1)S(=O)(=O)c1ccc(F)cc1	1.6	-1	23	17	7	4	100	97	105	2	-5
CCN1CCCC(OC(=O)Nc2ccccc2)C1 (stereo unspecified)	1.0	1	73	11	8	2	96	93	93	nt	-33
COC(=O)CCC(=O)Nc1cc(Cl)cc(Cl)c1	-0.2	-3	11	11	4	1	104	107	111	-4	-7
CCOC(CNC(=O)Cc1c(C)nc2c(-c3ccccc3)c(C)nn2c1C)OCC	1.4	-1	18	7	-1	5	101	98	102	2	2
Cn1c(Cn2c(=O)sc3ccccc32)nnc1SCC(=O)NCCc1ccccc1	1.1	-2	16	25	3	3	99	98	99	nt	4
CC(=O)Nc1sc(NC(=O)c2ccc(Cl)cc2)nc1-c1cccs1	0.0	-1	14	41	31	1	100	101	100	-4	-19
COc1ccc(NC(=O)C2CC(=O)OC2(C)C)cc1 (stereo unspecified)	17	-3	33	14	-12	2	101	92	87	nt	-5
O=C(COc1ccccc1Cl)Nc1cc(Cl)ccc1Oc1ccccc1	0.1	-3	15	6	0	2	91	95	85	nt	-11
Cn1c(=O)c2[nH]c(CN(Cc3ccccc3)Cc3ccccc3)nc2n(C)c1=O	1.6	2	6	16	-18	7	106	103	100	-9	-7
COc1ccc(C[C@H]2CN3C(=NC[C@@H]3Cc3ccccc3)N2CCNC(=O)CCC2CCCCC2)cc1	1.4	1	22	5	-5	2	105	101	99	-5	2
CCc1c(C)c(C#N)c2nc3ccccc3n2c1NCC1CCCO1 (stereo unspecified)	2.0	0	29	8	3	2	101	105	104	-21	-15
CC[n+]1c(S(=O)(=O)[O-])ccc2ccc(C)cc21	0.8	-1	29	12	12	5	99	95	98	26	3
Cc1ccccc1CNC(=O)Cc1cccs1	0.9	-2	18	6	16	1	98	95	101	-9	-5
CS(=O)c1ccccc1COC(=O)Nc1cccc(Cl)c1 (stereo unspecified)	0.3	2	18	8	4	3	101	96	98	nt	-17
O=C(NCCN1CCOCC1)c1cn(-c2ccccc2)nc1-c1cccs1	0.4	0	37	36	-15	5	102	119	101	-1	15
C(/C=C/C=C/Nc1ccccc1)=Nc1ccccc1	0.1	0	8	8	-36	-1	98	89	98	nt	-11
O=C(Nc1cccc(C(=O)O)c1)/C(=C\c1ccc2c(c1)OCO2)NC(=O)c1ccco1	0.4	0	11	12	14	2	104	101	103	nt	-30
COc1ccccc1-c1cc2nc(C)cc(C)n2n1	nt	nt	nt	4	-2	nt	104	?	106	-6	-1
COc1ccccc1NC(=O)c1cccnc1	0.0	-2	12	37	0	1	103	103	104	nt	5
O=S1(=O)N=C(Nc2ccc(O)c(CN3CCCCC3)c2)c2ccccc21	0.2	-2	9	9	20	1	99	95	99	nt	-63
CC(C)CCN1CCN(Cc2ccc(N3CCNC3=O)cc2)CC1CCO (stereo unspecified)	1.1	1	18	6	17	4	100	101	101	8	-44
CCCCCCCCNC(=O)c1cnsn1	0.8	-18	18	4	5	6	103	101	106	6	8
CCOC(=O)Cn1c(=O)oc2cc(S(=O)(=O)NCC3CCCO3)ccc21 (stereo unspecified)	-0.8	1	20	10	3	-1	100	100	101	nt	-3
Cc1cc(C)c(S(=O)(=O)c2ccccc2)c(OC(=O)c2c(F)cccc2F)n1	0.8	2	10	21	18	3	92	94	98	-1	-6
Cc1ccc(-c2n[nH]c(=S)c3ccccc23)cc1	-0.4	5	22	25	4	-1	103	104	102	-15	-64
Cc1ccc2nc(SCn3nnc4ccccc4c3=O)[nH]c2c1	2.6	-5	11	5	-16	18	99	100	100	9	-78
CCCS(=O)(=O)N1CCc2cc(OC)c(OC)cc2C1	0.1	-1	12	7	-8	1	99	98	99	nt	0
CCOCCCNC(=O)CN1C(=O)CSc2cc(S(=O)(=O)N3CCCCCC3)ccc21	1.0	-4	30	28	-1	5	100	105	98	-13	-31
CCOC(=O)C(C(=O)OCC)C(C[N+](=O)[O-])c1ccccc1 (stereo unspecified)	0.5	0	14	11	26	3	96	?	101	-8	-17
O=C(COc1cccnc1[N+](=O)[O-])Nc1ccc2c(c1)OCO2	0.1	-2	23	5	-7	14	102	95	99	13	-5
COc1cccc(Nc2nc(N)nc(CCl)n2)c1	nt	nt	nt	3	-11	nt	101	?	101	-9	-13
CCOc1ccccc1-n1c(C)cc(C=O)c1C	0.3	1	19	9	2	1	93	?	96	27	-26
O=C(CCN1CCc2ccccc2C1)Nc1cccc(F)c1	1.1	-5	21	11	16	9	104	106	102	13	77*
Cc1ccc(C)c(NC(=O)C2CCCN2S(=O)(=O)c2ccc3c(c2)n(C)c(=O)c(=O)n3C)c1 (stereo unspecified)	0.7	-1	17	7	-4	2	96	99	98	nt	-1
COC(=O)/C=C1/N/C(=N\c2nc(C)cc(C)n2)N(c2ccc(C)c(C)c2)C1=O	1.6	-1	30	13	22	8	99	96	93	-5	18
COCCCNc1nc2c(-c3ccc(Cl)cc3)nnn2c2ccccc12	2.0	-1	15	7	-177	14	103	106	105	nt	25
CC1CCN(C(=O)c2ccc(CNc3c(N4CCCC4)c(=O)c3=O)cc2)CC1	nt	nt	nt	8	4	nt	91	?	94	11	-8
O=C(/C=C/c1ccccc1Cl)c1ccc(O)cc1	nt	nt	nt	5	10	nt	102	?	101	nt	-9
New compounds follow
SMILES	ABCB1 inh	Bim-Mcl-1	GSH bead fluor	Avidin fluor	Mcl1-Noxa inh	ABCG2 block	RGS4-Gao reg	RGS7-Gao reg	RGS8-Gao	Pf gamet viab	Mcl1-Bid inh
Cc1cc(NC(=O)c2sc(Nc3ccc(F)c(Cl)c3)nc2N)no1	-0.9	-24	9	22	24	-1	90	90	91	nt	21
N#C/C(=C/c1ccccc1[N+](=O)[O-])c1nnc2n1CCCCC2	2.3	0	9	4	16	14	102	101	106	-5	13
O=C(Cn1c(NCCO)nc2ccccc21)NCCc1ccc(F)cc1	0.3	-6	28	6	3	1	100	102	103	12	-12
CSc1nc2ncnc(N)c2[nH]1	nt	nt	nt	7	20	nt	99	?	100	11	-44
CN(CCc1cnn(C)c1)Cc1cn[nH]c1-c1ccc(-c2ccccc2)cc1	0.9	0	14	11	16	2	99	99	104	nt	-8
CCN(CC)C(=O)c1ccc(S(=O)(=O)NCc2cccnc2)cc1	-0.1	-3	39	nt	-8	-1	nt	nt	nt	13	-18
N#Cc1ccccc1COC(=O)c1cccnc1N	-0.2	-15	12	4	-1	3	96	95	99	11	-37
CCN(CC)C(=O)CSc1nc(N)c2c3c(sc2n1)CC(C)CC3 (stereo unspecified)	0.8	4	5	6	-2	4	101	101	102	-26	-12
CCOCCCNc1nc2c(C)cccn2c(=O)c1/C=C1\SC(=S)N(C(C)CC)C1=O (stereo unspecified)	nt	nt	nt	15	-2	nt	115	?	100	20	-10
